From PubChem BioAssay
UCHL1 block = inhibitors of human UCHL1 deubiquitinase; P09936; purified UCHL1, Ub-rhodamine cleavage fluorescence; inhibition, % at 20 µM; hit rate 0.2% among 47,000
USP28 inh = blocks human USP28 ubiquitin-rhodamine cleavage | Q96RU2 | purified USP28, Ub-rhodamine cleavage fluorescence, 30 min | inhibition, % at 25 µM | hit rate 3% among 47,000
USP30 inh = human USP30 deubiquitinase inhibition. Q70CQ3. purified USP30, Ub-rhodamine cleavage fluorescence. inhibition, % at 25 µM. hit rate 5.3% among 47,000. AID 1645860
USP7 inh = blocks human USP7 ubiquitin-rhodamine cleavage. Q93009. purified USP7, Ub-rhodamine cleavage fluorescence. AID 1645854. inhibition, % at 20 µM. hit rate 0.3% among 47,000
Target sequence (Q93009 whole entry, looked up): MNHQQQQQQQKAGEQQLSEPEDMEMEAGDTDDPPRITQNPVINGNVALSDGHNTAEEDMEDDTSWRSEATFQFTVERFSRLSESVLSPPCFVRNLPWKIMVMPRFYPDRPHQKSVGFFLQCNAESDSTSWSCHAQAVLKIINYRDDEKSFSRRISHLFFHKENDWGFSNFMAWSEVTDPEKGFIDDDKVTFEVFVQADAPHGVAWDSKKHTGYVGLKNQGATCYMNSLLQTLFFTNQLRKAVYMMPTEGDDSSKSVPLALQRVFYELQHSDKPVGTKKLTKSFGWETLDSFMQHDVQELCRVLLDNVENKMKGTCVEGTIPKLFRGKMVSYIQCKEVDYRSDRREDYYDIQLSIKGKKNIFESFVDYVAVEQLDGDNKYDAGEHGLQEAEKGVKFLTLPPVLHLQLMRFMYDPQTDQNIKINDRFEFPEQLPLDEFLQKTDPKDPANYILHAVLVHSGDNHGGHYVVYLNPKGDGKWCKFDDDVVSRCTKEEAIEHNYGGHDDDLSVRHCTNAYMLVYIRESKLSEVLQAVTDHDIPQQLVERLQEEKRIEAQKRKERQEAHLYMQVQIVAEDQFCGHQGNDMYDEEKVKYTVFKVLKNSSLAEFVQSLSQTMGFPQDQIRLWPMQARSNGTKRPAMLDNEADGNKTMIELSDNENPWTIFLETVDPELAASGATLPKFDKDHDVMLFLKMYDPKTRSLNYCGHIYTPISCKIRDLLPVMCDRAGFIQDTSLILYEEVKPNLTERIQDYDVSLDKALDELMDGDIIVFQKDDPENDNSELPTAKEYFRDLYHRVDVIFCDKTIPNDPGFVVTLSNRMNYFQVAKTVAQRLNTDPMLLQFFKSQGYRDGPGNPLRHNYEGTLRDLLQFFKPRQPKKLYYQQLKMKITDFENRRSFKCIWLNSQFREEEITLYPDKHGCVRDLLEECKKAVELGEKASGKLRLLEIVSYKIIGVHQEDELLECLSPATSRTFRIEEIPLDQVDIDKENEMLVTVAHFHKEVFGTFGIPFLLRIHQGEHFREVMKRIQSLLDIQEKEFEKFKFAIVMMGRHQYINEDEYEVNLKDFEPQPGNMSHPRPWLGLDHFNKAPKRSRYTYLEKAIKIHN
USP17 block = human USP17-like deubiquitinase inhibition; purified USP17, Ub-rhodamine cleavage fluorescence, 3 h; inhibition, % at 50 µM; hit rate 6.5% among 47,000; AID 1645855
USP10 block = inhibitors of human USP10 deubiquitinase. Q14694. purified USP10, Ub-rhodamine fluorescence, 60 min. inhibition, % at 20 µM. hit rate 1.1% among 47,000. AID 1645856
OTUD3 inh = blocks human OTUD3 ubiquitin-rhodamine cleavage | Q5T2D3 | purified OTUD3, Ub-rhodamine fluorescence, 2 h | inhibition, % at 25 µM | hit rate 0.7% among 47,000 | AID 1645858
USP8 inh = inhibitors of human USP8 deubiquitinase | P40818 | purified USP8, Ub-rhodamine cleavage fluorescence, 30 min | inhibition, % at 20 µM | hit rate 4.2% among 47,000
Numbers without * were called inactive; nt = no result given. Rule as the data show it: active = inhibition above about 30%; inactive = the rest.

Start of the data: the first 17 entries (preview)
#	UCHL1 block	USP28 inh	USP30 inh	USP7 inh	USP17 block	USP10 block	OTUD3 inh	USP8 inh	Structure
1	2	8	12	1	1	1	3	0	Cc1cc(C)cc(NC(=O)CSc2nnc(CNC(=O)c3ccco3)n2C)c1
2	-3	-14	-17	-4	-4	1	-2	-16	COc1cc(CNc2nn[nH]n2)ccc1OCc1cccc(Cl)c1
3	-7	-22	-82	-3	-16	-8	-18	-16	COc1ccc(CNC(=O)C2CCCN(c3cc(=O)n(C)c(=O)n3C)C2)cc1 (centres undefined)
4	1	8	35*	13	36*	47*	29	-45	O=C1NC(=N/N=C/c2ccccc2)SC1Cc1cc(C(F)(F)F)ccc1Cl (centres undefined)
5	3	0	9	9	6	3	11	3	O=C(Cn1cnc2cc3c(cc21)OCCO3)NC1CC1
6	7	11	-5	0	-2	4	0	17	CC(NC(=O)[C@@H]1Cc2c([nH]c3ccccc23)C2c3ccccc3C(=O)N21)c1ccccc1 (some centres undefined)
7	0	8	22	5	9	1	13	16	Cc1noc(-c2c(C)[nH]c(C)c2S(=O)(=O)NCc2ccccc2F)n1
8	-50	-39	-148	-50	-80	-5	-42	-205	Cc1ccc2c(c1)c(=O)c1c(n2C)CCN(CC(=O)Nc2ccccc2F)C1
9	-7	-3	-28	-1	2	-8	-4	10	Cc1ccc(CN(C)C(=O)c2cccc3cccnc23)c(C)c1
10	2	4	9	3	-10	5	2	-44	CN(C)C(=O)c1cc(-c2cnc(N3CCOCC3)nc2)cn1CC1CC1
11	4	0	6	3	9	0	8	11	O=C(Cc1cccc(F)c1)NCc1cnc(C2CCCCO2)nc1 (centres undefined)
12	2	nt	nt	-14	51*	-2	0	0	COCC(=O)N1CCC([C@@H]2C[C@H](C(F)(F)F)n3nc(C(C)(C)C)cc3N2)CC1
13	-2	-8	-2	-1	9	1	-2	-12	CCc1cc(C2CCCN2S(=O)(=O)c2ccc(C(C)C)cc2)on1 (centres undefined)
14	-1	-9	1	0	12	-1	1	-2	CCc1ccc(NC(=O)Cn2cc(-c3nnc(C)o3)ccc2=O)cc1
15	0	9	0	1	6	2	-1	10	Cc1ccc(NC(=O)CSc2nnc(Cc3c(C)nc4ccccn4c3=O)n2C)cc1
16	7	13	18	5	11	11	24	-11	O=C(CSc1cn(Cc2cccc(F)c2)c2ccccc12)Nc1ccccc1C(F)(F)F
17	-1	-17	-11	4	-10	-3	-5	0	Cc1cccc(CNC2=NCCNC23CCN(S(=O)(=O)c2ccc(F)cc2)CC3)c1

Results, previewed entries included:
#	UCHL1 block	USP28 inh	USP30 inh	USP7 inh	USP17 block	USP10 block	OTUD3 inh	USP8 inh	Structure
1	2	8	12	1	1	1	3	0	Cc1cc(C)cc(NC(=O)CSc2nnc(CNC(=O)c3ccco3)n2C)c1
2	-3	-14	-17	-4	-4	1	-2	-16	COc1cc(CNc2nn[nH]n2)ccc1OCc1cccc(Cl)c1
3	-7	-22	-82	-3	-16	-8	-18	-16	COc1ccc(CNC(=O)C2CCCN(c3cc(=O)n(C)c(=O)n3C)C2)cc1 (centres undefined)
4	1	8	35*	13	36*	47*	29	-45	O=C1NC(=N/N=C/c2ccccc2)SC1Cc1cc(C(F)(F)F)ccc1Cl (centres undefined)
5	3	0	9	9	6	3	11	3	O=C(Cn1cnc2cc3c(cc21)OCCO3)NC1CC1
6	7	11	-5	0	-2	4	0	17	CC(NC(=O)[C@@H]1Cc2c([nH]c3ccccc23)C2c3ccccc3C(=O)N21)c1ccccc1 (some centres undefined)
7	0	8	22	5	9	1	13	16	Cc1noc(-c2c(C)[nH]c(C)c2S(=O)(=O)NCc2ccccc2F)n1
8	-50	-39	-148	-50	-80	-5	-42	-205	Cc1ccc2c(c1)c(=O)c1c(n2C)CCN(CC(=O)Nc2ccccc2F)C1
9	-7	-3	-28	-1	2	-8	-4	10	Cc1ccc(CN(C)C(=O)c2cccc3cccnc23)c(C)c1
10	2	4	9	3	-10	5	2	-44	CN(C)C(=O)c1cc(-c2cnc(N3CCOCC3)nc2)cn1CC1CC1
11	4	0	6	3	9	0	8	11	O=C(Cc1cccc(F)c1)NCc1cnc(C2CCCCO2)nc1 (centres undefined)
12	2	nt	nt	-14	51*	-2	0	0	COCC(=O)N1CCC([C@@H]2C[C@H](C(F)(F)F)n3nc(C(C)(C)C)cc3N2)CC1
13	-2	-8	-2	-1	9	1	-2	-12	CCc1cc(C2CCCN2S(=O)(=O)c2ccc(C(C)C)cc2)on1 (centres undefined)
14	-1	-9	1	0	12	-1	1	-2	CCc1ccc(NC(=O)Cn2cc(-c3nnc(C)o3)ccc2=O)cc1
15	0	9	0	1	6	2	-1	10	Cc1ccc(NC(=O)CSc2nnc(Cc3c(C)nc4ccccn4c3=O)n2C)cc1
16	7	13	18	5	11	11	24	-11	O=C(CSc1cn(Cc2cccc(F)c2)c2ccccc12)Nc1ccccc1C(F)(F)F
17	-1	-17	-11	4	-10	-3	-5	0	Cc1cccc(CNC2=NCCNC23CCN(S(=O)(=O)c2ccc(F)cc2)CC3)c1
18	1	-3	0	3	1	4	0	12	COc1ccc2[nH]c(C)c(CCNC(=O)c3cccs3)c2c1
19	0	7	-114	0	-64	-8	-36	0	CN(Cc1nc2ccccc2s1)S(=O)(=O)c1cccc(Cl)c1
20	-2	-8	3	-4	-2	0	-6	1	Cc1ccn(CCC(=O)NC2CC3(CCOCC3)Oc3ccccc32)n1 (centres undefined)
21	1	-1	-16	-24	-7	-3	3	-41	O=C(Nc1ccc(Cl)cc1)C1C2C=CC3(O2)C1C(=O)N(CCCN1CCN(Cc2ccccc2)CC1)C3C(=O)NC1CCCCC1 (centres undefined)
22	3	3	19	-1	11	-1	13	20	CC(C)[C@H](Cn1nnc2ccccc21)NC(=O)c1ccc2c(c1)CCN2S(C)(=O)=O
23	-2	17	-8	0	-3	-2	-2	-33	COCCn1ccc2ccn(Cc3nc(-c4ccccc4)no3)c(=O)c21
24	0	-8	-12	0	-8	0	6	-26	CCO[C@H]1CN(C(=O)c2cccnc2OC)[C@@H]2CCCO[C@H]12
25	1	25	73*	6	53*	5	11	19	COc1cc(NC(=O)Cn2c(=O)[nH]c3ccccc3c2=O)cc(OC)c1

The results go on:
#	UCHL1 block	USP28 inh	USP30 inh	USP7 inh	USP17 block	USP10 block	OTUD3 inh	USP8 inh	Structure
26	-2	-2	2	-5	0	-1	-6	-3	O=C(c1cncnc1)N1CCCC(c2ncc(Cc3ccc(F)cc3)o2)C1 (centres undefined)
27	7	14	3	2	22	7	8	45*	Cc1cc([N+](=O)[O-])nn1CCCC(=O)Nc1ccc2c(c1)OCO2
28	0	-1	0	3	3	1	13	-25	Cc1cc(N2CCN(C(=O)C(C)Oc3ccccc3)CC2)nc2nncn12 (centres undefined)
29	0	1	-11	-1	-3	0	0	-27	Cn1c(C2CCN(C(=O)Nc3ccc4c(c3)CCC4)C2)nc2cccnc21 (centres undefined)
30	2	20	28	8	21	0	13	15	COc1ccc2cc3c(nc2c1)OCC3
31	-6	-15	-24	-3	-27	-1	-5	-250	Cc1ccnc(Nc2ccc(N3CCN(C(=O)c4ncccn4)CC3)nn2)c1
32	-1	17	0	-1	-18	0	7	-8	COCCN1Cc2cccc(C(=O)NCc3ccc4c(c3)OCO4)c2C1=O
33	-4	-9	-7	0	-28	0	-2	-22	CN(C)C(=O)CN1[C@H]2CCN(C(=O)CC3CC3)CC[C@@H]2Oc2ccccc2S1(=O)=O
34	3	9	22	13	28	-3	0	-12	C=C1CC[C@H]2C(C)(C)CCC[C@]2(C)[C@H]1C[C@]12O[C@H]1[C@@H](O)C(CO)=CC2=O
35	8	98*	97*	50*	100*	80*	94*	60*	CCCCCCCCCCCC1=C(O)C(=O)C=C(O)C1=O
36	-26	-98	-226	-13	-26	-7	-91	5	COc1cc(Cl)c(C)cc1-n1cc(C(=O)c2cc(Cl)ccc2O)cc(C#N)c1=O
37	0	-4	-1	-1	2	3	1	12	O=C(c1ncccn1)N1CCCC(c2cncc(Oc3ccccc3)n2)C1 (centres undefined)
38	4	22	14	10	0	24	-7	-20	Cc1ccc(Cn2nnc3c(=O)[nH]c(C4CCN(S(=O)(=O)c5ccc(S(=O)(=O)NC6CCCCC6)cc5)CC4)nc32)cc1
39	6	10	11	24	54*	50*	23	77*	O=C(Cn1nnc2ccccc21)Nc1nc(-c2ccc3c(c2)CCN3C(=O)c2ccccc2F)cs1
40	-1	2	-6	-1	6	-9	0	10	COc1cc(CN2C[C@@H]3C[C@@H](O)CN3C[C@H]2Cc2ccccc2)cc(OC)c1OC
41	-2	19	-32	-4	-24	-5	-24	-28	Cc1cc2n(n1)CCCN2C(=O)CCC(=O)N1CCN(c2cc(Cl)ccc2C)CC1
42	-3	-9	-7	2	-7	6	-3	-42	O=C(Oc1ccc(-c2nccc(-c3cccs3)n2)cc1)C1CCCCC1
43	5	10	-1	6	2	17	5	3	CCOc1ccc(-c2nsc(NC(=O)Cc3ccc(Cl)cc3)n2)cc1OC
44	-5	-31	-93	-5	-21	-8	-29	-3	COC(C)c1cccc(NC(=O)NCC(C)(O)c2ccc(C)o2)c1 (centres undefined)
45	19	-17	-45	-7	84*	18	-4	93*	Cc1ccc2cc(CNc3ccccc3)c(=O)n(CC(=O)Nc3ccccc3C)c2c1
46	10	43*	48*	16	61*	1	17	26	CCOc1ccc(-c2ccc3nnc(SCC(=O)Nc4cccc(C(C)=O)c4)n3n2)cc1
47	5	0	35*	2	66*	7	-9	11	COc1ccccc1-c1nc(Cn2nnc(C(=O)Nc3cc(C)cc(C)c3)c2N)c(C)o1
48	4	-5	7	3	-3	3	0	-16	CC(C)N(c1ccccc1)c1ccc(NC(=O)c2ccc(S(=O)(=O)N3CCOCC3)cc2)cc1
49	0	-10	-12	-20	-15	0	-1	-96	CC(C)Nc1nc2c(cc1C(=O)N(C)C)CCN(c1ncc(F)cn1)CC2
50	8	4	5	6	4	10	5	24	Cc1ccc(-c2cc(NC(=O)C(C)C)c(=O)n(CC(=O)Nc3cccc(Cl)c3)n2)cc1

Following part.
#	UCHL1 block	USP28 inh	USP30 inh	USP7 inh	USP17 block	USP10 block	OTUD3 inh	USP8 inh	Structure
51	3	14	9	1	11	0	16	2	Cc1ccc(C(=O)N2CCCCC2c2nc(-c3ccncc3)no2)cc1 (centres undefined)
52	-1	4	19	1	10	-1	6	15	CCOC(=O)c1cnn(-c2ccc(C(=O)NCC3CCCO3)cc2)c1N (centres undefined)
53	22	15	45*	-64	91*	9	23	95*	O=C(NC1(O)C(=O)c2ccccc2C1=O)c1cccc2c1-c1ccccc1C2=O
54	2	0	0	-13	-6	0	0	-28	CS(=O)(=O)N1CCc2nc(-c3ccncc3)nc(N3CCCCC3)c2C1
55	-3	-5	3	1	0	-2	-3	0	Cc1cc(C)n(-c2ccnc(N3CCC(C(=O)NCC(C)C)CC3)n2)n1
56	-1	0	-8	0	3	-3	0	6	Cc1nnc(-c2ccc3ccn(CC(=O)N4CCN(c5ccccn5)CC4)c3c2)o1
57	-1	-15	-38	-6	-23	13	-37	-19	Cc1cccc(NC(=O)C(Sc2ccc(NC(=O)c3ccccc3C(=O)O)cc2)c2ccccc2)c1 (centres undefined)
58	-3	-11	-19	2	-8	-6	-6	1	CN(C)C(CNC(=O)c1ccco1)c1cccnc1 (centres undefined)

Rows were taken by chance; about 13% have a hit in one of these screens.
